DT40 TDP1 CPT: DT40-hTDP1 cell growth loss with CPT; chicken DT40 Tdp1-/-;hTDP1 cells + 20 nM CPT, ATP luminescence, 48 h; Potency, µM (top dose mostly 46.2 µM), for the others: at the highest dose activity change, negative = growth inhibition, most hits filed as inhibitors; AID 686979; 420,000 compounds, 12% hits; further: nearly all actives have a fitted effect of over 55% in size
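Chicken DT40 Tdp1-/- cells stably complemented with human TDP1 were seeded at 400 cells/well in medium containing 20 nM camptothecin, exposed to pin-transferred compounds, and grown at 37 °C for at least 48 hr. Viability was read as ATP luminescence.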
GCN5L2 inh: inhibitors of human GCN5L2 histone acetyltransferase; Q92830; GCN5L2 HAT assay, ThioGlo1 CoA-SH fluorescence; Potency, µM (top dose mostly 58.9 µM), for the others: top-dose activity change, negative = inhibition, most hits filed as inhibitors; 390,000 compounds, 0.21% hits
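qHTS, 1536-well. 20nM enzyme, pH 7.5 HEPES/EDTA/Tween-20 buffer; 15 min compound preinc., RT. Start: 75uM H3(1-25), 70uM AcCoA, 50uM ThioGlo1. Read Ex340/Em540 at t=0 (autofluorescence flag) and t=20 min.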
FEN1 inh: blocks human flap endonuclease 1. Potency, µM (highest dose often 114 µM), without a hit: top-dose activity change, negative = inhibition, actives largely listed as inhibitors. AID 588795. P39748. Recombinant FEN1 flap cleavage, fluorescence, 15 min. 390,000 compounds, 0.35% hits; further: nearly all actives have a fitted effect of over 65% in size
Target sequence (P39748 whole entry, looked up): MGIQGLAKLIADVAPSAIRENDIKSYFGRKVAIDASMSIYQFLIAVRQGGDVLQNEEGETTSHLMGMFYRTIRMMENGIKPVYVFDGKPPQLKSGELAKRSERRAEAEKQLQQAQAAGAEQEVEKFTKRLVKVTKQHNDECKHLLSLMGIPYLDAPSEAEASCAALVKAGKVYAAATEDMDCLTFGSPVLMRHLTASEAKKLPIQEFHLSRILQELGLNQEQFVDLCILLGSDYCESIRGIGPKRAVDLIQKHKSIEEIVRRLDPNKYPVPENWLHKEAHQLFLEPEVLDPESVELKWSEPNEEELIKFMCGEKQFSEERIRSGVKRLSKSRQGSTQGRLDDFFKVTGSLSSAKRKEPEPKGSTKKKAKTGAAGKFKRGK
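Potency values derive from four-parameter Hill fits of normalized qHTS data. The reaction used 10 nM FEN1 preincubated 15 min at room temperature with compound, then 50 nM DNA substrate, read at 0 and 15 min.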
* hit, by the source's call; u = inconclusive; x = no result given; [ ] = dose if it differs, or a comment. The call rests on the fitted dose curve; in most records, active means well fitted curve in the direction sought with a large enough effect; inconclusive means small, poorly fitted or top-dose-only effect, or another doubt; inactive means no such curve, though single readings can be large; an effect the other way counts as inactive or inconclusive. On the % scale 0 is the no-effect control and ±100 the full control effect; potency means the concentration at half of the fitted maximal effect. Not all compounds are listed; the hit share may differ from the screen's.

[1] O=C(OCC(=O)N1CCCCCC1)c1cnc(Cl)c(Cl)c1
[2] COc1ccc(CNC(=S)Nc2ccc3nc(N4CCN(C)CC4)cc(C)c3c2)cc1
[3] Cc1cc(S(=O)(=O)N2CCCCC2)ccc1OCC(=O)Nc1ccccc1
[4] CC(C)[C@H](NC(=O)N1CC(=O)Nc2ccccc21)C(=O)N[C@H](C(=O)O)c1ccccc1
[5] CCOC(=O)c1c(NC(=O)CSc2nnnn2-c2ccc3c(c2)OCCO3)sc(C)c1C
[6] COc1ccc(NC(=O)C2CCCN2C(=O)NCc2ccccc2)cc1OC (configuration not stated)
[7] CCc1ccc(CN(Cc2cn[nH]c2-c2ccc(OC)cc2)C(=O)Nc2ccc(Br)cc2)cc1
[8] O=C(COC(=O)Cn1cc(C(F)(F)F)ccc1=O)Nc1ccccc1
[9] COc1cc(/C=C2/SC(=S)N(CC(=O)Nc3cccnc3)C2=O)cc(OC)c1OC
[10] COc1cccc(N2CCN(C(=O)C3CCC(CNS(=O)(=O)c4ccc(Br)s4)CC3)CC2)c1 (configuration not stated)
compound no.	1	2	3	4	5	6	7	8	9	10
GCN5L2 inh	1%	3%	-4%	-5%	-9%	-1%	-4%	2%	-10%	-8%
FEN1 inh	-3%	-20%	3%	-1%	9%	-3%	0%	4%	1%	-20%
DT40 TDP1 CPT	-22%	u	u	-7%	u	-1%	23µM*	-20%	-6%	7.3µM*

[11] O=C(O)c1ccc(NN=CC2=C(N3CCOCC3)/C(=C/c3ccccc3)CC2)cc1
[12] COc1ccc(OC)c(CCNC(=O)c2cc3c(s2)-c2c(C)cccc2OC3)c1
[13] CCCCn1c(O)c(/C=C/C=C/C=Nc2ccccc2)sc1=S
[14] C/C(=N\Nc1ccc(S(=O)(=O)Nc2ccc(Cl)cc2)cc1[N+](=O)[O-])c1ccc(N2CCOCC2)cc1
[15] CCc1ccccc1NC(=O)C1C(c2ccccc2)C1(Cl)Cl (configuration not stated)
[16] COc1ccc(NC(=O)Cn2c(=O)n(-c3ccc(Cl)cc3)c(=O)c3c(C)c(C(=O)N(C)C)sc32)cc1Cl
[17] COc1ccc(OCCOCC(O)CN2CCOCC2)cc1 (configuration not stated)
[18] COc1ccc(CCNC(=O)C2CCN(c3nccc(C)n3)CC2)cc1
[19] CCC(Cc1ccccc1)NC(=O)Cn1nc(C)n2c(cc3occc32)c1=O (configuration not stated)
[20] COc1ccc(C(=O)NCC(=O)NCC(=O)OCC(=O)c2ccc(C)cc2)cc1
compound no.	11	12	13	14	15	16	17	18	19	20
GCN5L2 inh	x	-1%	u	-7%	-7%	-8%	-4%	2%	-2%	-2%
FEN1 inh	-34%	-33%	-19%	-2%	-17%	20%	1%	2%	-4%	2%
DT40 TDP1 CPT	1.5µM*	12µM*	12µM*	u	-29%	u	-2%	-1%	u	-17%

Reformatted: results already given.
#13 CCCCn1c(O)c(/C=C/C=C/C=Nc2ccccc2)sc1=S
  GCN5L2 inh: u | FEN1 inh: -19% | DT40 TDP1 CPT: 12µM*

#14 C/C(=N\Nc1ccc(S(=O)(=O)Nc2ccc(Cl)cc2)cc1[N+](=O)[O-])c1ccc(N2CCOCC2)cc1
  GCN5L2 inh: -7% | FEN1 inh: -2% | DT40 TDP1 CPT: u

Next part
[21] COC(=O)C(C)n1cnc2c(cnn2-c2ccc(Cl)cc2)c1=O (configuration not stated)
[22] CCCCN([C@H](CO)C(C)C)S(=O)(=O)c1ccccc1Br
[23] Cc1cc(C)c2cc(C=O)c(Cl)nc2c1
[24] O=C1C(Cc2ccccc2)C(c2ccccc2)N1c1ccccc1 (configuration not stated)
[25] S=c1nc[nH]c2c1[nH]c1ccc(Cl)cc12
[26] O=C(COC(=O)c1ccc(Sc2ccccc2)c([N+](=O)[O-])c1)NC1CCCc2ccccc21 (configuration not stated)
[27] COc1ccc(C(=O)NC(=S)NCC2CCCO2)cc1 (configuration not stated)
[28] Cc1ccccc1C(=O)NCCn1cc(SCC(=O)NCC2CCCO2)c2ccccc21 (configuration not stated)
[29] CC1CCN(C(=O)c2cc(-c3ccc(Br)cc3)on2)CC1
[30] CCOc1ccc(C2C(C(N)=O)=C(C)Nc3nc(-c4ccc(OC)cc4)nn32)cc1 (configuration not stated)
compound no.	21	22	23	24	25	26	27	28	29	30
GCN5L2 inh	2%	-8%	-4%	-4%	-12%	-5%	2%	-1%	5%	-3%
FEN1 inh	-6%	u	-3%	-3%	24%	4%	0%	-6%	-1%	0%
DT40 TDP1 CPT	-27%	u	1.2µM*	u	-6%	0%	0%	-4%	-20%	-2%

Reformatted: entries from further up.
Each structure is followed by: GCN5L2 inh, FEN1 inh, DT40 TDP1 CPT
9	COc1cc(/C=C2/SC(=S)N(CC(=O)Nc3cccnc3)C2=O)cc(OC)c1OC
 : -10%, 1%, -6%
10	COc1cccc(N2CCN(C(=O)C3CCC(CNS(=O)(=O)c4ccc(Br)s4)CC3)CC2)c1 (configuration not stated)
 : -8%, -20%, 7.3µM*

Next part
[31] C/C=C\C=C/C(=O)Nc1cccc(C2=NOC3(C2)C[C@H](C(N)=O)N(C(=O)Cc2ccc([N+](=O)[O-])cc2)C3)c1 (some centres not stated)
[32] C/C(=N\NC(=O)CCc1c(C)n[nH]c1C)c1ccc([N+](=O)[O-])cc1
[33] CCOc1ccccc1NC(=O)C1CCCN(S(=O)(=O)c2cn(C)cn2)C1 (configuration not stated)
[34] Cc1cc(O)c(CN2CCN(S(=O)(=O)c3cccs3)CC2)cc1C(C)C
[35] OC(CNC1CCCC1)COc1ccc(F)cc1 (configuration not stated)
[36] CCN(C(=O)COc1ccccc1)C1CCCCC1
[37] Cc1cc(C)cc(NS(=O)(=O)c2ccc3c(c2)C(C)(C)C(=O)N3C)c1
[38] Cc1ccc(Cn2cc(C(=O)c3ccc4c(c3)OCO4)c(=O)c3cc(C)ccc32)cc1
[39] CC(C)c1ccc2oc(-c3ccc(Cl)c(NC(=O)c4cccs4)c3)nc2c1
[40] Cn1c(-c2cc(Br)ccc2O)n[nH]c1=S
compound no.	31	32	33	34	35	36	37	38	39	40
GCN5L2 inh	0%	-21%	3%	-12%	2%	11%	u	-7%	2%	2%
FEN1 inh	-17%	-9%	-1%	-23%	28%	19%	0%	-16%	-17%	37%[activator]
DT40 TDP1 CPT	-29%	-2%	13%	23µM*	-16%	21µM*	u	u	x	-8%

[41] COc1ccc(OC)c(S(=O)(=O)N2CCC(C(=O)Nc3cccc(C)c3C)CC2)c1
[42] Cc1ccc(NC(=O)/C(=C\c2ccccc2)NC(=O)c2ccco2)cc1
[43] CCN(CC)CCCn1c2c(c(SCC(=O)Nc3ccc(OC(F)(F)F)cc3)nc1=O)CCC2
[44] Cc1nn(C)cc1/C=N/NC(=O)c1ccc2c(c1)OCO2
[45] CC(=O)Nc1nonc1NC(=O)c1ccc(C(C)(C)C)cc1
[46] O=C1N=C(N2CCCC2C(=O)O)S/C1=C\c1ccco1 (configuration not stated)
[47] COc1ccc(C2NC(=O)c3ccccc3N2)cc1OC (configuration not stated)
[48] FC(F)(F)c1cccnc1Oc1ccc(C2=NCCS2)cc1
[49] Cc1noc(C(=O)NCC2CCCO2)c1Cl (configuration not stated)
[50] CC(=O)Oc1ccc(-c2csc(Nc3ccc(Cl)cn3)n2)cc1
compound no.	41	42	43	44	45	46	47	48	49	50
GCN5L2 inh	2%	-1%	-13%	19%	4%	-7%	-2%	-8%	-1%	-4%
FEN1 inh	-9%	-5%	-11%	-11%	-10%	-15%	-1%	-16%	1%	1%
DT40 TDP1 CPT	-7%	19%	u	-2%	u	8.2µM*	-21%	-2%	20%	u

[51] COC(=O)CSc1ccsc1C(=O)O
[52] Cc1c(C(C)O)nnn1-c1nonc1N (configuration not stated)
[53] COc1ccc(C(=O)NCCCNC(=O)c2cccnc2)cc1Br
[54] Cc1c(C)c2ccc(Oc3ccc([N+](=O)[O-])cc3C(F)(F)F)c(C)c2oc1=O
[55] CCCCC/C=C/C1=CC(=O)C[C@H](c2ccc3c(c2)OCO3)C1
[56] O=C(Nc1nc2ccsc2c(=O)s1)c1ccc(F)cc1
[57] CCc1c(O)nc(SCC(=O)Nc2ccccc2OC)[nH]c1=O
[58] COC(=O)c1ccc(NC(=O)CN2C(=O)c3ccccc3S2(=O)=O)cc1
[59] O=C(O)C/C(=C\c1ccc(N2CCOCC2)c([N+](=O)[O-])c1)c1nc2ccccc2s1
[60] CCc1ccc(-n2nc3ccc(NC(=O)c4ccc5c(c4)OCO5)cc3n2)cc1
compound no.	51	52	53	54	55	56	57	58	59	60
GCN5L2 inh	1%	8%	0%	-1%	-19%	-3%	2%	1%	-16%	-2%
FEN1 inh	6%	-4%	2%	-4%	-23%	8%	4%	9%	-6%	8%
DT40 TDP1 CPT	6%	-7%	u	-14%	-29%	-9%	-1%	24%	-4%	21µM*

[61] CCc1noc(C)c1C(=O)N(C)CC(=O)Nc1ccccc1Br
[62] Cc1cccc(NC(=S)N(CCN2CCOCC2)Cc2ccccc2F)c1
[63] COc1ccc(-n2nc(C(=O)N3CCC(C#N)CC3)c3c4ccccc4n(C)c3c2=O)cc1
[64] CCc1ccc(S(=O)(=O)c2nnn3c2nc(N2CCN(CC)CC2)c2sccc23)cc1
[65] CC(C)N=c1scc(-c2ccco2)n1/N=C/c1ccc(O)c(O)c1
[66] CCc1ccc(OCCCC(=O)Nc2nccs2)cc1
[67] Cc1ccc(S(=O)(=O)N2CCN(C)CC2)cc1
[68] Cc1ccc(C)c2c(/C=C/c3ccc(N(C)C)cc3)ccnc12
[69] CC/C(CC(=O)C(F)(F)F)=N\NC(=O)/C(C#N)=C/N(C)C
[70] c1ccc(Sc2nc(N3CCCCC3)nc(N3CCCCC3)n2)nc1
compound no.	61	62	63	64	65	66	67	68	69	70
GCN5L2 inh	-27%	-7%	x	-5%	u	2%	-4%	x	0%	x
FEN1 inh	5%	-9%	16%	-3%	-32%	4%	1%	-5%	0%	-5%
DT40 TDP1 CPT	-4%	u	2%	1%	1.6µM*	17%	18%	u	2%	u

[71] O=C(CCN1C(=O)C2C3C=CC(C3)C2C1=O)NCC1CCCO1 (configuration not stated)
[72] O=C(NC1CCCc2ccccc21)C1CCN(c2c3c(nc4ncnn24)CCC3)CC1 (configuration not stated)
[73] COC(=O)N/N=C(\C)c1ccccc1OC(F)F
[74] CCC(CC)C(=O)Nc1nnc(S(=O)(=O)Nc2ccccc2C)s1
[75] Cn1cc(C(=O)N2CCN(c3ccccn3)CC2)c(=O)c2cc(S(=O)(=O)N3CCOCC3)ccc21
[76] CCCOC(=O)c1ccc(NC(=O)CC(C)(C)C)cc1
[77] CCOC(=O)C1=C(C)N(CCCC(=O)O)C(=O)NC1c1ccc2ccccc2c1 (configuration not stated)
[78] COc1cc(Cl)ccc1OCc1cc(C(=O)N(C)C2CCOC2)no1 (configuration not stated)
[79] CCCn1c(-c2cccs2)nc2nc3ccccc3nc21
[80] Cc1ccc(NC(=O)CSC2=C(C#N)C(c3ccco3)C3=C(CCCC3=O)N2)cc1 (configuration not stated)
compound no.	71	72	73	74	75	76	77	78	79	80
GCN5L2 inh	u	-27%	-1%	-20%	-4%	-3%	x	u	-18%	-10%
FEN1 inh	-3%	-17%	7%	-16%	3%	8%	-2%	-17%	-2%	-17%
DT40 TDP1 CPT	1%	u	3%	-1%	3%	-17%	14%	-7%	18µM*	-24%

[81] Fc1ccc(-c2cn3cc(Cc4ccccc4Cl)sc3n2)cc1
[82] CCCS(=O)(=O)N1CCCC(C(=O)NCCN(CC)CC)C1 (configuration not stated)
[83] COc1cc(NC(=O)CSc2nc3ncnc(N)c3[nH]2)c(C(=O)O)cc1OC
[84] Cc1ccc(NC(=O)CCN2C(=O)OC(C)(C)C2(C)O)cc1 (configuration not stated)
[85] COc1cccc(-c2nc3cc(C)ccc3o2)c1
[86] O=C(Nc1ccc(Br)cc1)Nc1nc2c(s1)CCCCCC2
[87] O=C(O)C1=C[C@@H](c2csc3ccccc23)C[C@@H](OCCCCO)O1
[88] O=C(/C=C/c1ccco1)Nc1cccc(-c2nc3ccccc3[nH]2)c1
[89] COc1ccc2c(CC(=O)OCC(=O)Nc3ccc(S(N)(=O)=O)cc3)coc2c1
compound no.	81	82	83	84	85	86	87	88	89
GCN5L2 inh	-11%	1%	-5%	-1%	1%	-7%	-6%	-10%	-16%
FEN1 inh	10%	-9%	-20%	-1%	-6%	19%	3%	-11%	-2%
DT40 TDP1 CPT	u	1%	-10%	23%	-20%	15µM*	-2%	u	-9%

Bioassay records as filed in PubChem.
